# 12-hLO inh = 12-hLO (ALOX12) enzyme inhibition; purified 12-hLO, xylenol orange hydroperoxide absorbance; Potency, µM (highest dose often 57.1 µM), inactives show at the highest dose activity change, negative = inhibition, actives largely listed as inhibitors; 150,000 compounds, 0.12% hits; also: potency is read from the fitted curve at half-maximal effect; nearly all actives have a fitted effect of over 55% in size; many of its hits are not listed in these tables
# Target sequence (P18054 whole entry, looked up): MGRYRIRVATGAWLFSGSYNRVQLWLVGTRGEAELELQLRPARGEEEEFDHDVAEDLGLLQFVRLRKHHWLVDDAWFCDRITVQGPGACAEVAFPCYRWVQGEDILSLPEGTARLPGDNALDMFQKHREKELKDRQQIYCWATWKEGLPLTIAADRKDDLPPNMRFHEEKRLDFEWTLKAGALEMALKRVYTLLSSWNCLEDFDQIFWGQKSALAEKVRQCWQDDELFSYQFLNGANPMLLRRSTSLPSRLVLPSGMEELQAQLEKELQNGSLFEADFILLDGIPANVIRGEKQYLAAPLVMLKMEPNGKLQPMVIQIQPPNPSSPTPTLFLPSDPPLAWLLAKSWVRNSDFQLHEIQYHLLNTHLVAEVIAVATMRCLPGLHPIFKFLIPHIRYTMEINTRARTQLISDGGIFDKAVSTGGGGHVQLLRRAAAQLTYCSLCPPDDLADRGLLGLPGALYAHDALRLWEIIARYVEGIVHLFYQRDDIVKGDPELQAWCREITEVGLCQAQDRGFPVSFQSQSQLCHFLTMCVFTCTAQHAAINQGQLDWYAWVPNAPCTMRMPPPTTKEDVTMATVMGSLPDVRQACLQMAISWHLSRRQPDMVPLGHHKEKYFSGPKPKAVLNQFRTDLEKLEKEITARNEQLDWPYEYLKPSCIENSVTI
#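 Purified human 12hLO (150 nM final) was preincubated with compounds for 15 min at room temperature in 25 mM Hepes pH 7.0, 0.01% Triton X-100, then reacted with 40 uM arachidonic acid for 30 min. Hydroperoxide was detected with ferrous iron/xylenol orange.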
# 15-hLO-2 inh = 15-hLO-2 (ALOX15B) enzyme inhibition; 110,000 compounds, 0.56% hits; O15296; purified 15hLO-2, xylenol orange hydroperoxide absorbance; Potency, µM (highest dose often 57.1 µM), without a hit: at the top dose activity change, negative = inhibition, most hits filed as inhibitors; also: potency is read from the fitted curve at half-maximal effect; nearly all actives have a fitted effect of over 60% in size; many of its hits are not listed in these tables
#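 Purified human 15hLO-2 (50 nM) preincubated 15 min with compound, then 45 uM arachidonic acid for 90 min at RT in 25 mM Hepes pH 7.5, 0.01% Triton X-100. Hydroperoxide detected by Fe-xylenol orange; 573/405 nm absorbance ratio.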
# PNC assembly inh = perinucleolar compartment assembly inhibition; 140,000 compounds, 3.1% hits; activity change (PNC), negative = inhibition, % at 10 µM; PC3M PTB-GFP, PNC prevalence imaging, 16 h; active compounds read low; AID 2417;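 active = readout at or below -70, meaning at least 70% loss of cells showing the perinucleolar compartment, a nuclear body marking cancer cells; inconclusive = readout between -30 and a set limit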;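 also: plate controls were DMSO wells for no effect and camptothecin positive control wells for full effect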
#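 Read-out is percentage of cells bearing a perinucleolar compartment, from automated 20x imaging of fixed, Hoechst-stained PC3M PTB-GFP cells. Cells were seeded 4 h, then exposed 16 h to compound (23 nl of library stock) in duplicate plates.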
# IMPase inh = cell-permeable inhibitors of inositol monophosphatase (IMPase); P97697; CHO-M1 cells, IP1 accumulation, HTRF TR-FRET ratio; inhibition (IP1 accumulation), % at 46.1 µM; 120,000 tested, under 10 active; active = well fitted curve in the direction sought with a large enough effect in the signal ratio, not every such curve was filed as active; inconclusive = small, poorly fitted or top-dose-only effect, or a change in a side signal; inactive = no such curve, though single readings can be large or run the other way; the % refers to the signal ratio;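 also: cells stimulated with carbachol in lithium chloride buffer; plate controls were DMSO basal wells for no effect and reference inhibitor wells for full effect; higher means more IMPase inhibition seen as more IP1 and lower FRET ratio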
# Target sequence (P97697 whole entry, looked up): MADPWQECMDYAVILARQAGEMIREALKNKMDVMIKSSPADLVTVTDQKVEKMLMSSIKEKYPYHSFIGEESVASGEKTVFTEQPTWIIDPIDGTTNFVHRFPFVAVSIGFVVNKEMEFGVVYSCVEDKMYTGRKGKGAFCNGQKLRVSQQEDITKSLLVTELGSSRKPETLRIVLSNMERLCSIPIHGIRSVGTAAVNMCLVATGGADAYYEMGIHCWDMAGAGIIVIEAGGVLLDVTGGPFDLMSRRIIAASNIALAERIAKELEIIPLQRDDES
#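 Carbachol-driven Gq signalling in CHO-M1 cells (2000/well) generates IP1. Compounds that block IMPase raise IP1 and so reduce the FRET signal from Eu-anti-IP1 and d2-IP1 after a 10 min room-temperature lysis.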
# Active calls of the source: *; ? = inconclusive; . = no result given; & = joins results of further samples; [ ] = another dose, or the depositor's remark. Unless noted, calls follow the shape of the dose curve; as a rule, active = well fitted curve in the direction sought with a large enough effect; inconclusive = small, poorly fitted or top-dose-only effect, or another doubt; inactive = no such curve, though single readings can be large; an effect the other way counts as inactive or inconclusive. Unless noted, % is scaled to controls: 0 for no effect and ±100 for the full control effect. This is a subset; the hit share may differ from the screen's.
SMILES | 15-hLO-2 inh | 12-hLO inh | PNC assembly inh | IMPase inh
CC(c1ccccc1)n1cc(C(=O)NCC2CCCO2)nn1 (stereo not given) | . | 6% | -100* | -1
COC(=O)c1[nH]c2ccc(Br)cc2c1NC(=O)C(C)N1CCN(C2CCCCC2)CC1 (stereo not given) | 35%[activator] | -15% | -17 | 9
O=C(c1cccn2c(=O)c3cc(Br)ccc3nc12)N1CCN(c2ccccn2)CC1 | 7% | -9% | -22 | -3
Cc1ccc(CNC(=O)CCS(=O)(=O)c2ccc(Cl)cc2)cc1 | . | -1% | -16 | -7
Cc1cc(C)n(C(=O)CSc2nc3ccccc3o2)n1 | -1% | -4% | 10 | 7
CCN1C(=O)CC(N2CCN(c3ccc(OC)cc3)CC2)C1=O (stereo not given) | 5% | -2% | -5 | 3
Cc1cccc(NC(=O)c2cc(-c3ccc(C)s3)nc3ccccc23)n1 | . | -9% | ? | .
Cn1ccnc1SCC(=O)Nc1cccc(C(F)(F)F)c1 | 6% | -2% | ? | 6
Cc1nnc2c3cnn(-c4ccc(Cl)cc4)c3ncn12 | 2% | -1% | 15 | 4
CCOC(=O)C(O)(CC(=O)c1ccc(OC)cc1)C(F)(F)F (stereo not given) | . | 2% | -81* | 15
COc1cccc(C(=O)N2CCN(C(=O)c3cccc4ccccc34)CC2)c1OC | 0% | -3% | 9 | 7
Cc1nc2ccc(NC(=O)N3CCN(c4ccccn4)CC3)cc2s1 | -1% | -5% | ? | 0
CC1CCCCN1C(=O)Cc1ccc(F)cc1 (stereo not given) | -2% | -1% | 13 | 6
CCN(CC)c1ccc(NC(=O)c2cc3ccccc3o2)c(C)c1 | -1%[2.29 µM] | -1% | 36 | 7
CN(C)C(CNC(=O)c1ccc(S(=O)(=O)NCc2ccco2)cc1)c1ccccc1 (stereo not given) | . | -1% | ? | .
Cc1ccc(-c2nc3ncccn3c2Nc2ccc3c(c2)OCCO3)cc1 | 4% | -1% | 12 | 0&1
COc1ccc(C2=NO[C@@H]3C(=O)N(c4ccc5c(c4)OCCO5)C(=O)[C@H]23)cc1OC | -4% | -6% | ? | 1
Cn1c(SCCCC(=O)c2ccc(Br)cc2)nnc1-c1ccncc1 | 2% | 4% | 5 | 1
O=C(COc1ncnc2ccccc12)NCCC1=CCCCC1 | -2% | 4% | -25 | ?
COc1ccc(-c2nc(CSCC(=O)NCc3ccco3)c(C)o2)cc1 | . | -1% | -15 | 5
CN1C(=O)CC(N2CCN(C(=O)CN3CCCC3)CC2)C1=O (stereo not given) | 2% | -1% | -5 | -8
Cc1ccc(NC(=O)COC(=O)c2cc(C)nc3ccccc23)c([N+](=O)[O-])c1 | . | -1% | 14 | -9
CCCOc1ccc(N2CC(C(=O)Nc3ccc4c(c3)OCO4)CC2=O)cc1 (stereo not given) | . | 5% | 1 | -13
C=CCn1c(CCn2c3ccccc3c3ccccc32)n[nH]c1=S | . | -8% | -6 | .
Cc1nc(P(=O)(c2ccccc2)c2ccccc2)c(N2CCOCC2)o1 | -2% | -4% | ? | -7
Cc1occc1C(=O)NNC(=O)Nc1ccc(Cl)c(Cl)c1 | . | -5% | -6 | -8
COc1cccc(-n2c(SC)nnc2-c2c[nH]c3ccccc23)c1 | -5% | -1% | 61 | 3
CCNC(=S)N1CCNC(=O)C1CC(=O)OC (stereo not given) | . | 9% | -2 | .
Cc1sc(NC(=O)c2ccco2)c(CN2CCN(c3ccc(F)cc3)CC2)c1C | 13% | 0% | ? | -7
O=C(Cn1cc(C(=O)C2CC2)c2ccccc21)NCc1ccc2c(c1)OCO2 | -6% | -1% | 50 | 0
O=C1CCCN1c1ccc(CNS(=O)(=O)c2ccc(F)cc2)cc1 | 2% | 0% | ? | 1
COc1ccc(OC)c(S(=O)(=O)N2CCC(C(=O)NC(C)c3ccccc3)CC2)c1 (stereo not given) | -4% | -1% | -23 | 6
O=S(=O)(Nc1nc2ccccc2[nH]1)c1ccc(Cl)cc1 | 0% | -6% | 5 | 10
CCc1nnc(NC(=O)c2ccc(S(=O)(=O)N(CC(C)C)CC(C)C)cc2)o1 | . | 4% | ? | 2
COc1cccc(-c2nc(NCc3cnc(C)cn3)c3ccccc3n2)c1 | 13% | 11% | . | .
CCCCCCCCCCCCCCCC[n+]1ccc(/C=N/O)cc1 | . | 22% | 11 | .
Nc1nnc(SCCN2C(=O)c3ccccc3S2(=O)=O)s1 | -3%[2.29 µM] | 2% | -2 | 2
CC(C)CCn1c(SCC(=O)N2CC(=O)Nc3ccccc32)nc2scc(-c3cccs3)c2c1=O | ? | -3% | -5 | -2
COc1cccc(C(=O)N2c3ccccc3Sc3ccccc32)c1 | . | 1% | ? | 3
COc1ccccc1N1CCN(C(=O)c2cc3c(=O)n(C)c4ccccc4c3n2C)CC1 | 0% | -5% | -88* | 5
CC(C)(C)NC(=O)Nc1ccc2nccnc2c1 | -2% | -8% | ? | -13
CN(C)/C=N/c1ncnc2c1cnn2-c1ccc(C(F)(F)F)cn1 | . | 0% | 25 | ?
COc1cccc(Nc2nc(C)cc(C)c2C#N)c1 | . | 1% | -100* | 1
c1ccc(-c2ccc(CN3C[C@@H]4C(c5ccccc5)C5(c6ccccc6)CC4(C5)[C@H]3c3ccccc3)cc2)cc1 (stereo not given in full) | 4% | -2% | . | .
COc1ccc(S(=O)(=O)N(Cc2cc3ccc(OC)cc3[nH]c2=O)CC2COCCO2)cc1 (stereo not given) | 1% | ? | 13 | 2
Cc1nn2c(=O)cc(CSc3nc4ccccc4[nH]3)nc2s1 | 0% | 12% | -29 | -1
O=C(O)CC(c1ccc(Cl)cc1)N1C(=O)CCC1=O (stereo not given) | 7% | -5% | ? | -1
COc1ccc(C2=NO[C@@H]3C(=O)N(c4ccc(C)cc4C)C(=O)[C@H]23)cc1OC | ? | -7% | 12 | -4
O=C(NNc1nc2cc3c(cc2s1)OCO3)c1ccccc1 | . | -4% | 9 | .
CCN(CC)S(=O)(=O)c1ccc(Oc2ccc(S(=O)(=O)N(CC)CC)cc2)cc1 | 4% | -3% | ? | 2
CCOC(=O)c1ccc(NC(=O)C2CCCN(S(=O)(=O)c3cnc[nH]3)C2)cc1 (stereo not given) | 0% | 0% | 28 | 1
Cc1ccc(C(=O)c2c(NC(=O)c3ccncc3)sc3c2CCCC3)cc1 | 6%[11.4 µM] | -4% | -86* | -8[1.84 µM]
CCN1CCN(C(=O)C2CCN(S(=O)(=O)c3cccc4cccnc34)CC2)CC1 | -3% | -1% | 36 | 2
Cc1ccc(C(=O)CSc2nnc(COc3cc(C)cc(C)c3)o2)cc1 | -4% | 2% | -6 | 6
CCOc1cc(C=O)ccc1OCCSc1ccc(C)cc1 | 1% | -3% | 33 | 8
COc1cc(NC(=O)c2cc(-c3cccs3)on2)cc(OC)c1OC | -4% | -5% | 36 | 3
Cc1ccc(C2C3=C(CCCC3=O)OC3=C2C(=O)CCC3)cc1 | . | 0% | -12 | -8
COc1cc([N+](=O)[O-])ccc1NC(=O)CCCOc1ccc(C)cc1 | -10% | -1% | 15 | -16
CCOC(=O)c1c(NC(=O)c2cccs2)sc(C)c1CC | 1% | -3% | 11 | -2
CN(C)S(=O)(=O)NC(c1ccccc1)c1ccccc1 | 1%[2.29 µM] | 1% | -25 | 1

# New compounds follow:
SMILES | 15-hLO-2 inh | 12-hLO inh | PNC assembly inh | IMPase inh
CCOc1ccc2c(c1)n(CO)c(=S)n2CO | -28% | 2% | ? | -9
CNC(=O)C1=C(C)n2c(nc3ccccc32)NC1c1ccc(OC)cc1 (stereo not given) | . | -6% | -114* | .
Cc1nnc(SCc2ccc3c(c2)OCO3)s1 | -9% | -2% | -21 | 15
Cc1noc(C)c1COC(=O)c1cc2ccccc2cc1O | 16% | -3% | 16 | 29
S=C(NCc1cccnc1)Nc1cccc(Cl)c1 | 2% | 1% | -28 | -7
O=C(CSCc1ccc(Cl)cc1)Nc1ccc(S(=O)(=O)N2CCOCC2)cc1 | . | -2% | ? | .
Nc1nc(NCc2ccccc2)nc(NCc2ccccc2)c1[N+](=O)[O-] | . | 1% | 29 | .
COc1ccc(CC(=O)Nc2ccc3c(c2)CCC3)cc1 | . | -6% | -1 | 6
COc1cc2c(cc1O)CCN(C(=O)c1ccco1)C2C (stereo not given) | -1% | 8% | 48 | 1
Cc1cccc(N2CCN(C(=O)Cn3sc4nc(C)cc(C)c4c3=O)CC2C)c1 (stereo not given) | 1µM* | ? | 17 | 2
COC(=O)CSc1[nH]c(=O)cc(C)c1C#N | -8% | -3% | -20 | -12
Cc1occc1C(=O)NC(C)C1CCCO1 (stereo not given) | -3% | 1% | -15 | 1
O=C1c2ccccc2C(=O)C12OC2c1ccc(Cl)cc1Cl (stereo not given) | . | 1% | -24 | .
CCCCCC(=O)NN=C1CCN(Cc2ccccc2)CC1 | . | -3% | -28 | .
COc1ccccc1C1CC(=O)NC(SCC(=O)Nc2ccccc2)=C1C#N (stereo not given) | -4% | -6% | 41 | 5
O=C(CSc1nnc(-c2cccs2)o1)c1cccs1 | -6% | -14% | -2 | ?
COc1cc(OC)c(OC)cc1CNc1cc(C)ccc1OC | -11% | 0% | 38 | 9
COc1ccc(C(=S)N2CCNCC2)cc1 | -5% | -2% | ? | -3
CC1CCc2cc(F)cc3c(=O)c(C(=O)O)cn1c23 (stereo not given) | 11% | -10% | 6 | .
C(=N\N(c1ccccc1)c1ccccc1)/c1ccc(N2CCOCC2)s1 | . | -25% | -22 | .
CSc1n[nH]c(NC(C)=O)n1 | 5% | 1% | 5 | 2
C=CCNC(=O)c1ccccc1NC(=O)c1ccccc1 | 7% | 1% | 44 | 4
Cc1[nH]nc2c1C1(CCC(c3ccccc3)CC1)C(C#N)=C(N)O2 (stereo not given) | 5% | -3% | 2 | 3
O=C(O)c1ccc2c(c1)C(=O)N(Cc1ccccc1)C2=O | 3% | 3% | -24 | 0
O=[N+]([O-])c1cc(S(=O)(=O)NCCN2CCOCC2)ccc1Sc1nnnn1-c1ccccc1 | . | -2% | -15 | .
Cc1ccc(S(=O)(=O)c2n[nH]n3c2nc(=O)c2ccccc23)cc1 | 1% | -7% | 20 | -3
Cc1ccc2nc3sc(-c4nnc(-c5ccccc5[N+](=O)[O-])o4)c(N)c3cc2c1 | -19% | 5% | 4 | -3
CCCN1CCN(C(=O)Nc2ccc(C(=O)OCC)cc2)CC1 | 8% | -8% | -2 | -2
Cc1nc2cc(NC(=O)N3c4ccccc4CC3C)ccc2o1 (stereo not given) | -11% | -10% | -2 | -2
Cc1ccc(S(=O)(=O)N2CCN(C(=O)C3=COCCO3)CC2)cc1C | -3% | 1% | 18 | 7

# Sorted by molar mass (smallest number first): 3 of the compounds above
SMILES | 15-hLO-2 inh | 12-hLO inh | PNC assembly inh | IMPase inh
CC1CCc2cc(F)cc3c(=O)c(C(=O)O)cn1c23 (stereo not given) | 11% | -10% | 6 | .
C=CCNC(=O)c1ccccc1NC(=O)c1ccccc1 | 7% | 1% | 44 | 4
Cc1ccc(S(=O)(=O)N2CCN(C(=O)C3=COCCO3)CC2)cc1C | -3% | 1% | 18 | 7

# (next part)
SMILES | 15-hLO-2 inh | 12-hLO inh | PNC assembly inh | IMPase inh
COc1cc2c(cc1NC(=O)C(C)NCc1ccccc1)oc1ccccc12 (stereo not given) | . | 0% | -17 | 9
COn1c(SC2CCCCC2)nc2ccccc2c1=O | -1% | -2% | ? | -7
COc1cccc(NC(=O)COC(=O)c2cccnc2)c1 | -2% | 2% | 21 | -4
COc1ccc2nc3cc(Cl)ccc3c(Nc3ccc(O)c(CN4CCN(C)CC4)c3)c2c1 | 1%[11.4 µM] | 7%[11.4 µM] | . | .
COC(=O)N[C@H](CC(C)=O)c1ccccc1 | . | -3% | -99* | .
Cc1nc(Nc2c(Cl)cccc2Cl)sc1C(=O)Nc1ccccc1 | . | -5% | 34 | 8
CCOC(=O)CSc1nc2cc(OCC)ccc2cc1C#N | -8% | -3% | 8 | 7
O=C(CNC(=O)c1ccc(-c2ccccc2)cc1)OCc1ccc(Br)cc1 | . | -1% | 3 | -17
